GLP-1R agonist = agonists of human GLP-1 receptor; AID 624172; HEK293 GLP-1R CRE-luciferase, luminescence, 4-6 h; cells express a hypersensitive GLP-1R form; P43220; Potency, µM (doses to about 45.6 µM), for inactives: top-dose activation, usual class: activators; actives 0.007% (n = 380,000); note: potency is the fitted concentration of half-maximal effect; % of control where 0% means no effect
GLP1R inv ag = acts as inverse agonist at human GLP-1 receptor; P43220; HEK293 GLP-1R CRE-luciferase, luminescence, 24 h; GLP-1R form is constitutively active; Potency, µM (series often up to 38.3 µM), inactives show top-dose activity change, negative = inhibition, actives largely listed as inhibitors; actives 1.6% (n = 410,000); note: potency is the fitted concentration of half-maximal effect; % is set by controls: 0 for no effect and ±100 for the full control effect; nearly all actives have a fitted effect of over 55% in size
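Cells are plated, allowed 12 hours at 37 deg C, then treated with compounds for 24 hr before luciferase detection reagent is added and luminescence is read after 12 min at room temperature. The HEK293 line carries constitutively active GLP-1R with a cAMP-responsive reporter.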
PTHR1 agonist = PTHR1 (human) receptor agonism | Q03431 | HEK293 GP2 PTHR1 cells, GloSensor cAMP luminescence, 1 h | Potency, µM (doses to about 115 µM), inactives show top-dose activation, actives largely listed as activators | actives 0.075% (n = 410,000); note: potency is the fitted concentration of half-maximal effect; nearly all actives have a fitted effect of over 55% in size; some results filed as inactive show a strong effect at the top dose; inactives centre near -15; many of its hits are not listed in these tables
Target sequence (Q03431 whole entry, looked up): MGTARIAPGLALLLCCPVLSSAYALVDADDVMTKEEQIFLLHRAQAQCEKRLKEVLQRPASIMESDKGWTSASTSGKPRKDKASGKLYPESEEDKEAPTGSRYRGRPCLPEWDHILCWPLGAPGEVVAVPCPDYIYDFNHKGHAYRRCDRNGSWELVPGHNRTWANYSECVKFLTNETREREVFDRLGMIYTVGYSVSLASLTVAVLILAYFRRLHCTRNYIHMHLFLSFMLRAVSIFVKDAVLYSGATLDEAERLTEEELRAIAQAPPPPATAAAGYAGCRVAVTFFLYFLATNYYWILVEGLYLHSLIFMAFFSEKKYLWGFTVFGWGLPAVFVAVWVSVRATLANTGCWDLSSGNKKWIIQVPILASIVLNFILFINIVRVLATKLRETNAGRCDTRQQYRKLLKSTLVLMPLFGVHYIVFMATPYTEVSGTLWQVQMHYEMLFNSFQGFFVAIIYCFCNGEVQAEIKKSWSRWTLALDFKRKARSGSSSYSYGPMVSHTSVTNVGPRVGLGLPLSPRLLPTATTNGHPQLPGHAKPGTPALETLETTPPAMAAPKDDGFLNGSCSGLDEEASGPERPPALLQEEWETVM
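HEK-293-derived GP2 cells expressing PTHR1 and a GloSensor cAMP reporter, 3,000/well, plated overnight, given luciferin plus IBMX (each 0.5 mM as added) for 1 h at 37 °C, then compound for 1 h at 37 °C. Luminescence was read after 15 min at room temperature.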
PI5P4K alpha inh = blocks human PI5P4K alpha kinase activity. AID 652105. actives 1.2% (n = 330,000). max response, %. PI5P4Kalpha enzyme, ADP-Glo luminescence, 60 min; stronger effect = lower value. P48426; active = max response of -50% or lower; inconclusive = between -30% and -50%; inactive = -30% or higher; note: value at the top dose of about 77 µM; % is set by controls: 0 for no effect and ±100 for the full control effect
Target sequence (P48426 whole entry, looked up): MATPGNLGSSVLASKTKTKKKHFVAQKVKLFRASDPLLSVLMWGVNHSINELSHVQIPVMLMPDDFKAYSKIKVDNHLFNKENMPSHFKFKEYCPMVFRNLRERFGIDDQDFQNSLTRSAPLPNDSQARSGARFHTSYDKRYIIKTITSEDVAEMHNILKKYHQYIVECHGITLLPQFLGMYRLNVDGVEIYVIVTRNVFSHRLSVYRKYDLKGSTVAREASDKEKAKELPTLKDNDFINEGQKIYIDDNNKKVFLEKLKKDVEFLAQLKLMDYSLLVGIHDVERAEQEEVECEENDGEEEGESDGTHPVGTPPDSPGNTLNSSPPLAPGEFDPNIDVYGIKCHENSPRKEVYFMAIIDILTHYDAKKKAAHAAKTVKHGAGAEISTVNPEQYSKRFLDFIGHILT
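Controls without substrate or without enzyme flank wells where PI5P4Kalpha converts substrate using 5 microM ATP (final). Incubation lasts 60 minutes at room temperature; ADP formed is read by ADP-Glo luminescence.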
HEK293 tox = cytotoxicity in counter-screen for GLP-1R inverse agonists. HEK293 cAMP-luciferase reporter cells, luminescence, 24 h. Potency, µM (series often up to 38.3 µM), without a hit: top-dose activity change, negative = inhibition, most hits filed as inhibitors. AID 624418. actives 0.13% (n = 410,000);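 note: loss of luciferase light is scored as toxicity; potency is the fitted concentration of half-maximal effect; % is set by controls: 0 for no effect and ±100 for the full control effect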
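Here, cytotoxicity is scored as loss of luminescence. The MLSMR collection was tested on cells seeded in medium containing 10% Nu serum, with a 24 hr compound exposure preceded by 12 hours of culture.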
EPAC1 antagonist = EPAC1 (human) antagonism; EPAC1 GEF assay, Rap1b-BODIPY-GDP exchange fluorescence; Potency, µM (series often up to 115 µM), for the others: top-dose activity change, negative = inhibition, usual class: inhibitors; O95398; actives 0.14% (n = 360,000);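 note: potency is the fitted concentration of half-maximal effect; plate controls were vehicle for no effect and positive control for full effect; nearly all actives have a fitted effect of over 50% in size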
PLK1 PBD inh = PLK1 (human) polo-box domain binding inhibition; P53350; Plk1 PBD binding of FITC phosphopeptide, fluorescence polarization; Potency, µM, without a hit: max response, negative = inhibition, most hits filed as inhibitors; actives 2.8% (n = 360,000); AID 720504; note: potency is the fitted concentration of half-maximal effect; series mostly up to about 57 µM; % is set by controls: 0 for no effect and ±100 for the full control effect; nearly all actives have a fitted effect of over 65% in size
IL2 activator = activates IL-2 in a cell-based reporter assay | IL-2 activation reporter assay, cell-based qHTS; stimulated with anti-CD3/CD4/CD28 beads; in transgenic mouse T cells | activation, % (series mostly up to about 46 µM) | actives 0.065% (n = 360,000) | AID 652025; in the data active = activation above about 50%; inconclusive = mostly about 30% to 49%; note: 0% is about no effect
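Screening format: compound pinned onto unstimulated transgenic mouse T cells, 60 min incubation, then anti-CD3/anti-CD4/anti-CD28 bead stimulation for 18 hours at 37 degrees C, followed by EGFP and DsRed detection.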
EPAC1 agonist = agonists of human EPAC1 | O95398 | EPAC1 agonist qHTS, biochemical assay; response scale: 100% = response to 6.5 mM cAMP | Potency, µM (highest dose often 154 µM), for the others: at the top dose activation, most hits filed as activators | actives 0.073% (n = 360,000); note: potency is the fitted concentration of half-maximal effect; nearly all actives have a fitted effect of over 60% in size
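Normalized to 6.5 mM cAMP, activity reflects EPAC1-catalysed release of BODIPY-GDP from Rap1B, followed kinetically over 30 min at 480 nm excitation, 540 nm emission. Reaction contained 100 nM EPAC1, 250 nM Rap1B-BODIPY-GDP, 50 uM GDP.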
* hit, by the source's call; i = inactive; ? = inconclusive; . = not tested or not shown; [ ] = another dose, or the depositor's remark. Unless noted, calls come from the whole dose curve; as a rule, active = well fitted curve in the direction sought with a large enough effect; inconclusive = small, poorly fitted or top-dose-only effect, or another doubt; inactive = no such curve, though single readings can be large; an effect the other way counts as inactive or inconclusive. Only part of the results is shown. The share of hits here may be higher or lower than overall.

SMILES	GLP-1R agonist	GLP1R inv ag	PTHR1 agonist	PI5P4K alpha inh	HEK293 tox	EPAC1 antagonist	PLK1 PBD inh	IL2 activator	EPAC1 agonist
COc1ccc(-n2nc(C(=O)NCC(=O)N3CCCC3)c3ccccc3c2=O)cc1	7%	4%	-28%	1	0%	4%	4%	0.1	8%
NS(=O)(=O)c1ccc(CCNC(=O)C(=O)Nc2cc3c4c(c2)CC(=O)N4CCC3)cc1	2%	9%	4%	-23	1%	11%	-4%	-2.3	5%
CC(C)c1cc(C(=O)OCC(=O)N2CCN(C(=O)c3ccco3)CC2)c(O)c(C(C)C)c1	7%	?	i	-8	5%	-5%	-3%	-5.1	18%
CCOC(=O)c1ccc(-c2ccc3ncnc(N(C)Cc4sccc4C)c3c2)o1	9%	.	-21%	.	.	-21%	.	-0.9	0%
CCN(CC)CCOC(=O)c1ccc(NC(=O)c2cn(-c3ccccc3)nc2-c2cccs2)cc1	17%	?	i	21	?	-21%	-2%	-1.2	19%
CCOc1ccc2nc(N3CCCC(C(=O)NC4CCCC4)C3)sc2c1 (stereo not drawn)	10%	?	-30%[inhibitor]	1	-11%	8%	-6%	-2.7	15%
Cc1cccnc1NC(=O)Cn1c(=O)oc2ccccc21	-6%	0%	20%	-1	1%	1%	-14%	-1.8	1%
O=C(CSc1nc2ncccc2[nH]1)NCc1ccco1	1%	1%	i	0	3%	8%	-11%	0.0	7%
COc1ccc(NC(=O)Cc2c(C)n(C(=O)c3ccc(Cl)cc3)c3ccc(OC)cc23)cc1	18%	?	i	4	-14%	-2%	-6%	0.4	-8%
COc1ccc(C(c2c(O)nc(SC)n(C)c2=O)c2c(O)nc(SC)n(C)c2=O)cc1O	-9%	12%	i	-9	-2%	13%	-12%	0.9	-5%
CCOC(=O)C1(c2ccccc2)SC(C(=O)OCC)(c2ccccc2)S1 (stereo not drawn)	-4%	-23%	-9%	3	11%	3%	21µM*	-1.5	-3%
CC(=O)c1ccccc1OCC(=O)Nc1cccc(S(=O)(=O)N2CCCC2)c1	-2%	4%	-79%[inhibitor]	-2	7%	-14%	-22%	-0.8	-2%
Cc1cc(C(F)(F)F)c2c(C)nn(CCc3nn[nH]n3)c2n1	-14%	4%	-2%[57.5 µM]	-4	-3%	6%	-2%	1.0	-7%
Cn1ccc2c(-c3cncc4ccccc34)cc3c(c21)C1CCC3O1 (stereo not drawn)	10%	-27%	2%	5	2%	0%	-8%	-0.2	4%
CC1CCCN(c2nc3nonc3nc2Nc2ccccc2F)C1 (stereo not drawn)	2%	?	-38%[inhibitor]	-8	-3%	1%	6%	-1.8	-2%
Cc1ccc(N(CCC#N)C(=O)COC(=O)c2ccccc2SCC(=O)N2CCCC2)cc1	-2%	11%	i	-1	-7%	11%	-4%	-0.2	?
Cc1nnc(SCC(=O)Nc2nc(-c3ccc(F)cc3)cs2)[nH]c1=O	3%	23%	i	-28	-2%	10%	-5%	-3.9	6%
CCOC(=O)C1=C(C)N(CCCC(=O)O)C(=O)NC1c1cccs1 (stereo not drawn)	0%	18%	4%	-66*	-7%	-29%	-4%	0.0	-3%
CCCOc1ccc(NC(=O)CC2C(=O)N(CC)C(=S)N2Cc2cccs2)cc1 (stereo not drawn)	0%	10µM*	-15%	.	-28%	-19%	-6%	-2.7	23%
Cc1ccc(C)c(CN2C(=O)CSc3ccc(C(=O)N4CCCC4)cc32)c1	19%	?	i	-2	-12%	-28%	3%	-0.2	5%
COCCNC(=S)NN(c1ccccc1)c1ccccc1	6%	-5%	i	-16	-4%	-13%	27µM*	3.6	1%
O=C1C(Cc2ccccc2)Nc2ncnc(N3CCc4ccccc4C3)c2N1Cc1ccccc1 (stereo not drawn)	-1%	?	-9%	-24	-18%	3%	42µM*	0.8	11%
O=c1cc2c(=O)oc3cc(O)c(O)oc3c2c(O)c1O	-1%	11%	i	-75*	-7%	-28%	?	3.0	-4%
COc1cc([N+](=O)[O-])c(N2CCOCC2)c([N+](=O)[O-])c1OC	0%	4%[7.66 µM]	-29%	-2	4%[7.66 µM]	-21%	4%	0.0	-3%
COCC(=O)Nc1cc(C)c2c(=O)oc3ccccc3c2n1	-2%	9%	-16%	0	12%	-17%	-16%	-3.7	-6%
CCN(CC)c1ccc(Nc2nc(Cl)ncc2Br)cc1	26%	?	-9%	9	0%	0%	-5%	0.4	6%
O=C(/C=C/c1ccccn1)c1ccc(Br)cc1O	0%	-27%	i	-8	5%	-9%	?	-0.8	-6%
O=S(=O)(c1ccc(F)cc1F)N1CCN(CCO)CC1	-3%	9%	-39%[inhibitor]	13	?	9%	0%	-2.0	8%
CCC(=O)N1CCc2cc(Br)cc(S(=O)(=O)NCCN3CCCC3)c21	16%	7%	i	-4	1%	-5%	-9%	3.4	8%
COC(=O)c1ccc(C(=O)OC)c(NC(=O)CSc2n[nH]c(N)n2)c1	11%	7%	i	-17	?	-15%	-6%	0.1	-10%
Cn1ncc(Cl)c(Oc2ccc(C(C)(C)C)cc2)c1=O	23%	-38%	-7%	6	-8%	0%	-4%	-0.6	9%
COC(=O)c1cc(O)cc(OC)c1Oc1cc(C)cc(O)c1C(=O)O	-9%	8.9µM*	-20%	?	0%	?	-11%	0.8	-4%
Cc1c(C(=O)N2CCN(CCc3ccccc3)CC2)oc2ccccc12	5%	?	-9%	.	-18%	-15%	-3%	-1.4	11%
CCOc1ccc(Br)cc1S(=O)(=O)Nc1cccc(S(=O)(=O)N2CCOCC2)c1	-2%	-11%	-6%	5	-5%	19%	-9%	0.1	8%
CC1CCC2(CC1)NC(=O)N(CC(=O)NCc1ccc3c(c1)OCO3)C2=O (stereo not drawn)	0%	-20%	-19%	4	-1%	-11%	-13%	0.8	11%
COc1ccc2c(O)c(-c3c(C)cc(C)cc3C)c(=O)[nH]c2c1	1%	13%	-22%	-5	-6%	11%	2%	0.4	1%

PI5P4K alpha inh: what is marked active above
SMILES,GLP-1R agonist,GLP1R inv ag,PTHR1 agonist,PI5P4K alpha inh,EPAC1 antagonist,PLK1 PBD inh,IL2 activator
CCOC(=O)C1=C(C)N(CCCC(=O)O)C(=O)NC1c1cccs1 (stereo not drawn),0%,18%,4%,-66*,-29%,-4%,0.0
O=c1cc2c(=O)oc3cc(O)c(O)oc3c2c(O)c1O,-1%,11%,i,-75*,-28%,?,3.0

The list goes on:
SMILES	GLP-1R agonist	GLP1R inv ag	PTHR1 agonist	PI5P4K alpha inh	HEK293 tox	EPAC1 antagonist	PLK1 PBD inh	IL2 activator	EPAC1 agonist
CCOC(=O)c1c(NC(=O)OC)sc2c1CCC2	5%	3%	i	5	1%	-11%	-5%	2.0	4%
Cc1cc(Nc2ccc(N3CCC(C)CC3)cc2)n2ncnc2n1	1%	34%[activator]	i	.	4%	1%	-5%	-0.1	-1%
COc1ccc(NC(=O)C2CCN(C(=O)[C@@H]3Cc4ccccc4CN3C(=O)OC(C)(C)C)CC2)cc1	-5%	-24%	i	10	-7%	15%	-21%	1.0	16%
CN1CCN(C(=O)CCN2C(=O)c3ccccc3C2=O)CC1	-3%	16%	-24%	2	2%	1%	2%	0.5	-8%
COc1ccc(Nc2nc(-c3cccc(OC)c3O)nc3ccccc23)cc1	-1%	?	-17%	-2	-6%	-2%	-4%	-3.2	0%
Cc1ccccc1OC(C)C(=O)NCCCN1CCOCC1 (stereo not drawn)	-2%	3%	i	3	2%	-14%	-11%	0.5	-4%
CCc1ccc(-c2nn[nH]n2)cc1	-6%	7%	i	.	-9%	12%	-2%	-1.4	-2%
O=C(c1ccccc1)N1CCN(S(=O)(=O)N2CCOCC2)CC1	5%	-19%	-12%	1	0%	7%	-6%	-0.5	8%
O=C(Nc1cccc2ccccc12)N1CCN(c2ncccn2)CC1	5%	10%	-61%[inhibitor]	-1	8%	12%	1%	0.1	1%
Cc1cc2c(Nc3ccccc3O)ncnc2s1	-1%	1%	-10%	-18	2%	3%	3%	-1.3	-3%
O=C(CN1C(=O)c2ccccc2C1=O)C(O)CN1C(=O)c2ccccc2C1=O (stereo not drawn)	-1%	21%	i	-4	4%	-19%	-6%	1.2	-11%
COc1cccc(NC(=O)N2CCCC2C(=O)Nc2ccc3c(c2)OCCO3)c1 (stereo not drawn)	6%	-9%	-7%	-4	-7%	0%	-7%	1.3	-3%
COc1ccc(C2=NN(C(=O)c3ccncc3)C(c3ccccc3O)C2)cc1 (stereo not drawn)	23%	12%	-15%	8	0%	-3%	6%	-1.3	-5%
O=C(OCC(=O)N1CCN(c2ccccc2)CC1)c1ccncc1	2%	9%	i	1	3%	-12%	-7%	0.8	-1%
Cc1c(NC(=O)c2nn(C(C)C)c(=O)c3ccccc23)c(=O)n(-c2ccccc2)n1C	0%	2%	i	-3	4%	2%	-3%	-1.8	8%

Record cards (already shown). Screens in order: GLP-1R agonist	GLP1R inv ag	PTHR1 agonist	PI5P4K alpha inh	HEK293 tox	EPAC1 antagonist	PLK1 PBD inh	IL2 activator	EPAC1 agonist
O=C(Nc1cccc2ccccc12)N1CCN(c2ncccn2)CC1 is entered as 5%	10%	-61%[inhibitor]	-1	8%	12%	1%	0.1	1%
O=C(CSc1nc2ncccc2[nH]1)NCc1ccco1 is entered as 1%	1%	i	0	3%	8%	-11%	0.0	7%
Cc1cc2c(Nc3ccccc3O)ncnc2s1 is entered as -1%	1%	-10%	-18	2%	3%	3%	-1.3	-3%
CCC(=O)N1CCc2cc(Br)cc(S(=O)(=O)NCCN3CCCC3)c21 is entered as 16%	7%	i	-4	1%	-5%	-9%	3.4	8%
COc1ccc(Nc2nc(-c3cccc(OC)c3O)nc3ccccc23)cc1 is entered as -1%	?	-17%	-2	-6%	-2%	-4%	-3.2	0%

Screening data: PubChem BioAssay, National Center for Advancing Translational Sciences (NCATS)
